Assay outcomes as filed in PubChem.
RGS4 inh – human RGS4 inhibition; P49798; Transcreener GDP fluorescence polarization, RGS4-accelerated GTP hydrolysis; Potency, µM (titrated, usually from 114 µM), inactives show at the highest dose activity change, negative = inhibition, usual class: inhibitors; 390,000 compounds, 0.039% hits; AID 504845; also: potency is read from the fitted curve at half-maximal effect; % is scaled to controls: 0 for no effect and ±100 for the full control effect; nearly all actives have a fitted effect of over 75% in size; some results filed as inactive show a strong effect at the top dose
Target sequence (P49798 whole entry, looked up): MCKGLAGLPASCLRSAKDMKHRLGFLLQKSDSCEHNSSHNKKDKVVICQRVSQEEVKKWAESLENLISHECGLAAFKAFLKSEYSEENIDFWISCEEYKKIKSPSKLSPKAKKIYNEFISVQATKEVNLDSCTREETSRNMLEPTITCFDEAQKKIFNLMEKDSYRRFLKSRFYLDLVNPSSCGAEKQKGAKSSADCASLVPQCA
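MLSMR compounds (23 nl, pin-transferred) preincubated 10 min at room temperature with a 500nM (2x) first reagent, then RGS4 at 900nM (2x) plus Transcreener GDP mix added; fluorescence polarization (620/688 nm) read before and after 90 min at 30 °C.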
Vif-A3G inh – inhibitors of Vif-APOBEC3G interaction; Q9HC16; HeLa A3G-eYFP + Vif (tagged APOBEC3G with the HIV-1 protein that degrades it), YFP fluorescence, overnight; Potency, µM (top dose mostly 46.1 µM), inactives show top-dose activity, negative = active, usual class: inhibitors; 410,000 compounds, 0.076% hits;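 also: potency is read from the fitted curve at half-maximal effect; % is scaled to controls: 0 for no effect and ±100 for the full control effect; nearly all actives have a fitted effect of over 60% in size; hits raise eYFP signal because A3G escapes Vif-driven loss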
Target sequence (Q9HC16 whole entry, looked up): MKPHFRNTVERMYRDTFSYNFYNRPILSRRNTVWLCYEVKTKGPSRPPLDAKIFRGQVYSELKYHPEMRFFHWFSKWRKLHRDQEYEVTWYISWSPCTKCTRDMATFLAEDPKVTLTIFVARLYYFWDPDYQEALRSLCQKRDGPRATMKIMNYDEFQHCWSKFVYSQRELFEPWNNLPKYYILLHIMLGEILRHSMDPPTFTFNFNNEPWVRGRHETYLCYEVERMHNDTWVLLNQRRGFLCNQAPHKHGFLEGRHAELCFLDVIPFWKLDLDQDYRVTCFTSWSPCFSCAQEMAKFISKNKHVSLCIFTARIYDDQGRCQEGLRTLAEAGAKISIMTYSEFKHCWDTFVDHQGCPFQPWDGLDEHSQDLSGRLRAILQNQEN
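Read-out is eYFP fluorescence (Ex 488/Em 500-530) from Vif-expressing HeLa A3G-eYFP cells; more signal means A3G escaped Vif-mediated degradation. Cells plated overnight, compound pinned in, incubated overnight at 37 deg C.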
Glioma ERSR ind – induces the endoplasmic reticulum stress response in human glioma cells; U87-MG GRP78 promoter luciferase reporter, 16 h; Potency, µM, for the others: top-dose activation, most hits filed as activators; 420,000 compounds, 0.02% hits; AID 602332; also: potency is read from the fitted curve at half-maximal effect; series mostly up to about 76 µM; % of control where 0% means no effect; nearly all actives have a fitted effect of over 35% in size
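Stably transfected U87-MG glioma cells carrying a GRP78-based luciferase sensor; 16 h compound incubation. Luminescence end-point read 10 min after Bright-Glo addition at room temperature.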
Vif-APOBEC3F blk – blocks the Vif interaction with APOBEC3F; HeLa A3F-eYFP + Vif (tagged APOBEC3F with the HIV-1 protein that degrades it), YFP fluorescence increase; Potency, µM (doses to about 46.1 µM), for the others: at the top dose activity, negative = active; 390,000 compounds, 0.2% hits; AID 602313; also: potency is read from the fitted curve at half-maximal effect; % of control where 0% means no effect; nearly all actives have a fitted effect of over 65% in size
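HeLa cells stably expressing Vif plus C-terminally eYFP-tagged A3F were seeded, incubated overnight at 37 deg C, dosed with compound, incubated overnight again at 37 deg C. Yellow fluorescence (Ex 488/Em 500-530) reported blocked Vif-mediated A3F-eYFP degradation.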
D2 antag – antagonizes the human D2 dopamine receptor; P14416; HEK293 TREx D2 cells, calcium flux, dopamine EC80; inhibition, % at 10 µM; 340,000 compounds, 2% hits; AID 485344; in the data active = inhibition above about 30%; also: 0% is about no effect
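Compounds are added to dye-loaded, induced HEK293 T-REx cells coupled to calcium release via D2; after a 3 min kinetic read an EC80 dopamine stimulus is given and fluorescence is recorded for 3 more min.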
12-LOX inh – inhibitors of human 12S-lipoxygenase ALOX12 | P18054 | purified 12hLO, xylenol orange hydroperoxide absorbance | Potency, µM (top dose mostly 108 µM), for the others: at the top dose activity change, negative = inhibition, most hits filed as inhibitors | 580,000 compounds, 1.1% hits; also: potency is read from the fitted curve at half-maximal effect; % is scaled to controls: 0 for no effect and ±100 for the full control effect
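Purified human 12hLO at 150 nM in 25 mM Hepes, 0.01% Triton X-100, pH 7.0, preincubated 15 min at room temperature with compound. Reaction started with 40 uM arachidonic acid, 30 min at room temperature. Hydroperoxide measured by Fe-xylenol orange, 573/405 nm absorbance ratio.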
ERG-DNA inh – inhibitors of human ERG Ets domain-DNA interaction; Potency, µM (titrated, usually from 76.9 µM), without a hit: at the top dose FP activity, negative = inhibition, usual class: inhibitors; fluorescence polarization, His-ERG Ets domain / labelled DNA; 370,000 compounds, 0.028% hits; P11308; active = well fitted inhibition curve with a large enough effect in the polarisation, with a control signal flat; inconclusive = small, poorly fitted or top-dose-only effect, or effect the other way, or a change in a side signal; inactive = no such curve, though single readings can be large or run the other way; the % refers to the polarisation;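 also: polarization taken with two DNA probes labelled with fluorescein and Texas red; potency is read from the fitted curve at half-maximal effect; % of control where 0% means no effect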
Target sequence (P11308 whole entry, looked up, the tested form may be a part): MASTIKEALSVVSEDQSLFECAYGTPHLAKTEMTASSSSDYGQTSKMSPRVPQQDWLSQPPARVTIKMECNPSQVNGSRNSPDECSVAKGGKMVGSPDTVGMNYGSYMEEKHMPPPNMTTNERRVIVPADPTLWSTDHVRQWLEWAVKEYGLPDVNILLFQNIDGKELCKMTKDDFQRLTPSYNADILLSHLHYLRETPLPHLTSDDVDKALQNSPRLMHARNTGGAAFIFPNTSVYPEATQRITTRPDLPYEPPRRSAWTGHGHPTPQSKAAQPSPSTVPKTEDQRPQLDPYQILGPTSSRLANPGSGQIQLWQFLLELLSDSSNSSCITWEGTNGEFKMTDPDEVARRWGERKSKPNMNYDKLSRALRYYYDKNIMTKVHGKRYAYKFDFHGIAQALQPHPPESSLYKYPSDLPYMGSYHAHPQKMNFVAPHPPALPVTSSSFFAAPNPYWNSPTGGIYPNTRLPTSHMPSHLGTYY
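His-tagged ERG Ets domain (1 uM in the protein solution; 300mM KCl, 50mM Tris-HCl, 1mM EDTA, 1mM DTT, pH 7.5) received compound, then a probe mix of 5 nM fluorescein-DNA and 100nM Texas-615-DNA. Fluorescence polarization was read for both dyes.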
D2 ag – D2 dopamine receptor (human) agonism; P14416; HEK293 T-REx D2 cells, calcium flux agonist mode; activation, % at 2 µM; 340,000 compounds, 0.53% hits; AID 485358;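 active = activation over 3 SD above normal in the single-dose calcium agonist read, cut at about 30% in these data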; also: 0% is about no effect
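In this primary screen, compounds producing a positive calcium signal within 180 s of addition to tetracycline-induced, force-coupled HEK293 Trex D2 cells are flagged; cells are dye-loaded with a no-wash calcium kit beforehand.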
LDHA block – blocks human lactate dehydrogenase A. P00338. purified LDHA, NADH/diaphorase-resazurin fluorescence; active compounds read low. activity change, % (values are at about 110 or 230 µM). 480,000 compounds, 0.15% hits; in the data active = activity change below about -30%; inconclusive = mostly about -25% to -30%;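 also: plate controls were DMSO wells for no effect and wells without enzyme for full effect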
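Remaining NADH was detected by diaphorase (0.133 mg/mL) converting 37 µM resazurin to fluorescent resorufin, read at 0 and 20 minutes. The preceding 5-minute room-temperature reaction used 2 nM LDHA, 0.2 mM sodium pyruvate and 0.06 mM NADH at pH 7.4.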
* hit, by the source's call; ? = inconclusive; nt = not tested or not shown; & = joins results of further samples; [ ] = dose if it differs, or a comment. Unless noted, calls follow the shape of the dose curve; as a rule, active = well fitted curve in the direction sought with a large enough effect; inconclusive = small, poorly fitted or top-dose-only effect, or another doubt; inactive = no such curve, though single readings can be large; an effect the other way counts as inactive or inconclusive. The list is partial (hit frequency here may not be typical).

smiles,RGS4 inh,Vif-A3G inh,Glioma ERSR ind,Vif-APOBEC3F blk,D2 antag,12-LOX inh,ERG-DNA inh,D2 ag,LDHA block
O=C(CSc1cccc[n+]1[O-])N1CCCCCC1,1%,-1%,-3%,0%,-5,-28%,3%,0.3,-9
Cc1ccc(CNC(=O)Cn2c(=O)cc(C(F)(F)F)c3c(C)nn(C)c32)cc1,-6%,-2%,-3%,2%,nt,-28%,3%,0.7,0
O=C(O)CCCCC1SCC2NC(=O)NC21 (stereo not drawn),7%,1%,-6%&0%&-4%,4%,-3&-10,-11%,-1%,-0.7&-1.0,-10
COc1cc(OC)cc(C(=O)Nc2ccc(CN3CCCCC3)cc2)c1,11%,-1%,0%,6%,12,-15%,0%,0.3,-1
COc1ccc(S(=O)(=O)N2CCCC2C(=O)n2nc(C)cc2C)cc1 (stereo not drawn),18%,-20%,-5%,5%,6,?,?,-1.0,-11
COc1ccc(CN(C(=O)c2ccco2)c2ccc(C)cc2)cc1OC,15%,-1%,-2%,-3%,-20,-11%,9%,1.0,10
COc1ccc(-n2nc(C(=O)NCC(=O)N3CCCC(C)C3)c3ccccc3c2=O)cc1 (stereo not drawn),8%,0%,-2%,6%,-14,?,-2%,-2.6,-1
Cn1c(CC(=O)Nc2ccc(Cl)c(Cl)c2)n[nH]c1=S,1%,-8%,0%,14%,2,?,-7%,2.3,-11
CC1(c2nnc(-c3ccccc3)o2)CC(c2c(Cl)cccc2Cl)=NO1 (stereo not drawn),-1%,1%,-4%,3%,nt,13%,15%,nt,-2
Cc1c(O)c(CN2CCCC2)cc2c1oc(=O)c1ccccc12,21%,0%,-4%,-1%,6,0%,-2%,0.2,-7
Nc1nccnc1C(=O)OCC(=O)NCCc1ccc(S(N)(=O)=O)cc1,-23%,5%,-4%,?,-6,-31%,-8%,0.4,4
CCC1CCC2(CC1)NC(=O)N(CC(=O)Nc1cc(C)on1)C2=O (stereo not drawn),-15%,0%,-3%,-4%,-9,6%,7%,0.9,-6
CCCN(C(=O)c1nc2nccc(C)n2n1)c1c(N)n(Cc2ccccc2)c(=O)[nH]c1=O,-21%,1%,-2%,-15%,13,-10%,2%,-0.1,1
CC(C)(C)c1ccc(C(=O)NCC(=O)OCC(=O)NC(=O)NC2CCCC2)cc1,-40%,3%,-4%,-24%,-9,375%[activator],7%[15.4 µM],-0.2,-2
O=C(c1ccc(S(=O)(=O)Nc2ccccc2F)cc1)N1CCCCCC1,2%,-4%,-2%,6%,3,-6%,0%,-0.1,-3
CC(C)CCn1c(SCC(=O)OCn2nnc3ccccc3c2=O)nc2ccccc2c1=O,-11%,0%,-1%,-2%,-7,0%,nt,2.7,0
O=C(Nc1cccc(Cl)c1)OCc1ccccn1,-23%,-6%,-2%,4%,1,0%,-3%,-0.1,-7
COc1ccc([C@H](NC(=O)OC(C)(C)C)C(=O)OC(C)(C)C)cc1,1%,-4%,-1%,2%,6,-4%,-6%,0.2,-4
COc1ccc(Cl)cc1S(=O)(=O)N1CCC(C(=O)NCC2CCCO2)CC1 (stereo not drawn),-5%,2%,-4%,-11%,-11,4%,-8%,1.6,-2
COc1cc(NC(=O)C(CC(C)C)NS(=O)(=O)c2ccc3c(c2)CCCC(=O)N3)cc(OC)c1 (stereo not drawn),-3%,-3%,3%,0%,nt,?,3%,0.4,-5
O=C1NC(=O)C(CCc2ccccc2)(c2ccccc2)N1 (stereo not drawn),-15%,-2%,-2%,-2%,nt,-3%,-17%,nt,-4
Cc1ccc(/C(N)=N/OC(=O)CCc2ccccc2)cc1,-7%,-1%,6%,3%,-13,14%,nt,-0.5,5
CC(=O)N1CCN(c2ccc(NCc3ccc(C)cc3)cc2)CC1,?,-6%,-1%,3%,-5,?,-2%,0.1,25&10
CCn1cc([N+](=O)[O-])c(C(=O)N2CCOCC2)n1,-14%,0%,-3%,9%,9,13%,5%,-0.1,-3
O=C(COC(=O)CC(c1ccccc1)c1ccccc1)Nc1cccc(F)c1,-1%,0%,-4%,-6%,1,?,2%,0.9,-3
CCOc1ccc(NC(=O)C2CC(=O)N(c3ccc4c(c3)OCCO4)C2)cc1OCC (stereo not drawn),-8%,0%,-2%,8%,0,-9%,1%,-0.7,-1
C[C@H](CO)N1C[C@H](C)[C@@H](CN(C)C(=O)NC2CCCCC2)Oc2c(NS(=O)(=O)c3ccc(F)cc3)cccc2C1=O,-20%,1%,-2%,0%,nt,1%,-8%,nt,-1
COc1ccc(-n2nnnc2SCc2nc3ccccc3s2)cc1,-26%,-9%,2%,-2%,24,29%,-4%,-0.7,0
CN(CC(=O)Nc1ccc(Cl)c(C(F)(F)F)c1)C(=O)c1cc(=O)c2ccccc2o1,3%,?,-2%,-1%,2,-24%,4%,1.0,-7
CCOc1ccc(S(=O)(=O)N2CCCC2)c2ccccc12,nt,-8%,-5%,-7%,nt,-14%,nt,nt,3
COc1ccccc1/C=C/C(=O)NCC(=O)N/N=C/c1cc(Br)ccc1OC,-11%,-8%,-1%,9%,64*,0%,-11%,0.2,1
Cc1c(C(=O)N2CCOCC2)[nH]c2ccc(OCc3ccccc3)cc12,-9%,3%,0%,8%,-28,0%,-7%,-0.1,2
Cc1c(C(=O)N2CCC2)oc2c(F)cccc12,28%,-2%,-1%,-7%,nt,0%,2%,nt,-9
CCN(CC)CCN(C(=O)C1CCCCC1)c1nc2cc3c(cc2s1)OCO3,8%,0%,12%,?,-14,-24%,-1%,-0.3,1
Nc1ccc(C(=O)Nc2cccc(NC(=O)c3ccc(N)cc3)c2)cc1,?,-3%,-7%,-6%,-9,?,-1%,0.5,0
Cc1c(C(=O)N2CCC(C)CC2)c(S(=O)(=O)NCc2ccc(Cl)cc2)c(C)n1C,-7%,-2%,-1%,-2%,nt,-12%,2%,-0.1,4
O=C(CCNS(=O)(=O)c1ccc(Cl)cc1)OCC(=O)c1ccc[nH]1,-2%,2%,-3%,4%,3,10%,6%,-0.2,-3
Cc1onc(-c2ccccc2Cl)c1C(=O)Nc1ccc(Br)cc1,0%,-10%,-2%,-10%,-17,-22%,-1%,1.8,-5
Cc1ccc(-n2nc(C)c3c(C)c(CCC(=O)NCc4ccc(Cl)cc4)c(C)nc32)cc1,1%,nt,nt,nt,nt,-21%,3%,-0.4,-6
O=C(Cn1cncn1)NCCCc1ccccc1,-12%,5%,1%,-22%,0,-1%,5%,1.8,1
Cc1cccc(C)c1NC(=O)C1CCCN1S(=O)(=O)c1cccc2nsnc12 (stereo not drawn),-44%,6%,-1%,3%,nt,-20%,0%,0.9,-2
CSc1ncc(C(=O)Nc2c(C)cccc2C)c(-c2ccccc2)n1,-9%,-1%,-4%,-6%,nt,-7%,1%,-0.8,0
CCc1cccc(N2C(=O)N(CC(=O)NCc3cccc(OC)c3OC)c3ccccc3S2(=O)=O)c1,25%,1%,-4%,-10%,nt,-12%,5%,1.0,-1
Cc1cccc(OCCNc2ncccc2[N+](=O)[O-])c1,nt,-11%,3%,2%,nt,-5%,nt,nt,2
CC(C)C(=O)n1nc(-c2cccnc2)nc1NCc1cccs1,-9%,0%,-4%,9%,-3,-11%,7%,-1.6,-12
Nc1nnc(-c2ccc(Cl)cc2)o1,3%[56.9 µM],-5%,?,1%,3,11%,-3%,0.1,-2
C[C@@H]1CN([C@H](C)CO)C(=O)CCCn2cc(nn2)CO[C@H]1CN(C)C(=O)OCc1ccccc1,nt,-3%,-3%,-1%,nt,-1%,nt,nt,-14
O=C(CNC(=O)C1CCCCC1)OCC(=O)c1ccc(C2CCCCC2)cc1,-1%,-1%,1%,nt,nt,nt,nt,nt,-11

Compound profiles, from the list above:
Cc1c(C(=O)N2CCOCC2)[nH]c2ccc(OCc3ccccc3)cc12 as listed: RGS4 inh = -9%; Vif-A3G inh = 3%; Glioma ERSR ind = 0%; Vif-APOBEC3F blk = 8%; D2 antag = -28; 12-LOX inh = 0%; ERG-DNA inh = -7%; D2 ag = -0.1; LDHA block = 2
Cc1onc(-c2ccccc2Cl)c1C(=O)Nc1ccc(Br)cc1 as listed: RGS4 inh = 0%; Vif-A3G inh = -10%; Glioma ERSR ind = -2%; Vif-APOBEC3F blk = -10%; D2 antag = -17; 12-LOX inh = -22%; ERG-DNA inh = -1%; D2 ag = 1.8; LDHA block = -5

Sorted by value in LDHA block (smallest number first): three from the list above.
SMILES	RGS4 inh	Vif-A3G inh	Glioma ERSR ind	D2 antag	12-LOX inh	ERG-DNA inh	LDHA block
Cc1c(C(=O)N2CCC2)oc2c(F)cccc12	28%	-2%	-1%	nt	0%	2%	-9
COc1ccc(Cl)cc1S(=O)(=O)N1CCC(C(=O)NCC2CCCO2)CC1 (stereo not drawn)	-5%	2%	-4%	-11	4%	-8%	-2
Cc1cccc(OCCNc2ncccc2[N+](=O)[O-])c1	nt	-11%	3%	nt	-5%	nt	2
